High-throughput results: PubChem BioAssay, The Scripps Research Institute Molecular Screening Center
TTR transcr act = TTR transcription activation, primary screen; hit rate 1.3% among 92,000; SH-SY5Y TTR promoter Gaussia luciferase, luminescence; 100% = recombinant luciferase protein wells; activation, % at 16.7 µM; AID 1117267;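 active = activation above the mean of all tested compounds plus 3 SD, cut at about 9.5% in these data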;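 also: cells exposed to compounds for one day before reading; 0% = median of all test compound wells on the plate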
* = called active by the depositor. Some of the compounds tested; rates above refer to the full screens.

SMILES	TTR transcr act
Cc1nn(C(C)C(=O)NCCCN(Cc2ccccc2)C(C)C)c(=O)c2c1sc1ccccc12 (stereo not drawn)	10*
Cc1cc(C(=O)NNC(=O)c2cccs2)nn1C(C)(C)C	4.2
Cc1nnc(Cn2cnc3c2c(=O)n(C)c(=O)n3C)o1	-0.9
COC(=O)[C@H](CC(C)C)NC(=O)N1CCCCC1C (stereo partly drawn)	-1.2
CC(=O)Nc1ccc(NC(=O)C2CCCN2C(=O)Nc2ccc(F)cc2)cc1 (stereo not drawn)	2.1
N#Cc1ccc(OCC(=O)OCC(=O)Nc2sccc2C(N)=O)cc1	-1.4
CC1CCC/C(=N\NC(=O)COc2ccccc2Cl)C1 (stereo not drawn)	-1.7
Cc1cc(NC(=O)c2cccc(F)c2)no1	8.5
C/C=C(/C)C(=O)O[C@H]1[C@@H](O)c2c(ccc3ccc(=O)oc23)OC1(C)C	2.1
O=C(c1cc2ccccc2s1)N1CCN(c2ccccn2)CC1	0.2
CN(C)CCNC(=S)Nc1ccc(Cl)cc1Cl	0.1
CC1CCN(c2ncnc3nc[nH]c23)CC1	1.3
CCn1cc(C(=O)N[C@@H](CCSC)C(=O)NCCCN2CCOCC2)c(=O)c2cc3c(cc21)OCO3	2.5
NC(Cc1ccccc1)c1csc(Nc2ccc(C(=O)NCCCO)cn2)n1 (stereo not drawn)	-1.4
CC(C)NC(=O)C1CC(=O)N(C(C)c2ccccc2)C1 (stereo not drawn)	0.7
CCOC(=O)N1CCC(Nc2nc3ccccc3n3nnnc23)CC1	2.0
CCOc1ccc(-n2nc3cc(C)c(N)cc3n2)cc1	-0.3
O=C(CSc1nnnn1-c1ccccc1)N1N=CCC1c1ccccc1 (stereo not drawn)	1.2
COc1cccc(/C=N/NC(N)=S)c1OCc1ccccc1Cl	-3.2
Cc1ccc(C)c(NC(=O)CSc2nnc(-c3ccco3)o2)c1	1.8
COc1cc(/C=N/OCC(=O)Nc2cc(C)cc(C)c2)ccc1OCc1ccc(Cl)cc1	-2.2
C[C@@H](CN=[N+]=[N-])CN1CC[C@H](C(C)(C)C)CCC1=O	3.6
COc1ccccc1-c1ncn(Cc2cccc(-c3ccccc3)c2)c1-c1ccco1	-1.0
O=c1[nH]c2ccccc2nc1/C=C(\O)C1CC1	-0.4
O=C(O)c1c2c(nc3ccc(S(=O)(=O)N4CCC(C(=O)NCc5ccccc5Cl)CC4)cc13)CCCC2	-1.6
COC(=O)[C@H](Cc1ccccc1)NC(=O)N1CCN(Cc2ccccc2)CC1	0.5
CCCCOc1ccc(C(=O)NCC(=O)N(C)Cc2nc3ccccc3c(=O)[nH]2)cc1	0.5
CCn1c(=O)n(CC)c2cc(N3CCCC3)c(NC(=O)c3ccccc3Br)cc21	0.6
COCCNS(=O)(=O)c1cc(C(=O)O)ccc1OC	0.3
CC1=[N+](C)N(c2ccccc2)C(=O)C1N=Cc1ccc(Cl)cc1 (stereo not drawn)	0.3
COCCN(C(=S)Nc1c(C)cccc1C)C(C)c1cccnc1 (stereo not drawn)	5.5
COc1ccc(-c2sc3cc4c(cc3c2-c2ccc3c(c2)OCCO3)OCO4)cc1	-0.4
Cc1nccn1CCCNCc1c(C(=O)N2CCCCCCC2)nc2ccc(Cl)cn12	-2.0
COc1ccc(C(=O)Nn2c(CC(C)C)nc3cc(OC)c(OC)cc3c2=O)c(OC)c1	4.7
CSc1nc(N)nc2c1ncn2CC(=O)NCCCc1ccccc1	-1.3
CCSc1nc(-c2cccs2)nc2ccccc12	-1.8
CCC(CC)C(=O)Nc1cc(C)c2c(=O)oc3ccccc3c2n1	-0.1
Cc1ccc(S(=O)(=O)N(C)Cc2ccc(C(=O)NN=C3C4CC5CC(C4)CC3C5)cc2)cc1	-0.4
COC(=O)c1cc(COc2ccc3oc(C)c(C(=O)OC(C)C)c3c2)c(C)o1	-2.1
Cc1ccc(S(=O)(=O)NCCOC(=O)Nc2sc(=S)n(C)c2C)cc1	0.4
Cc1cc[n+](CC(=O)N2CCCc3ccccc32)cc1	7.2
CCCCN(C(=O)CCC(=O)Nc1cc(C)on1)C(C(=O)NC(C)(C)C)c1cccc(OC)c1OC (stereo not drawn)	-0.7
O=C(CSc1nc2ccccc2c(=O)n1-c1ccc(F)cc1F)Nc1ccc2c(c1)CCC2	-0.8
CN(C)/C=N/c1sccc1C(N)=O	-1.2
O=C(Cc1ccc(Cl)cc1)NCC(=O)N1CCCCCC1	-0.2
COc1ccc(C(=O)Nc2ccc(S(=O)(=O)NC(C)=O)cc2)cc1	0.7
COC(=O)C[C@H]1CC[C@@H](NC(=O)Nc2cccc(OC)c2)[C@@H](CO)O1	1.6
COC(=O)c1cc(=O)n(Cc2ccccc2)c(=NCc2ccccc2)s1	-1.4
CCCCCNC(=O)Cc1ccc(OC)cc1	-2.2
CCOC(=O)CSc1nc2c(c(=O)n(C)c(=O)n2C)n1CCCc1ccccc1	-0.3
Cc1ccc2nc(Nc3ncc4c(n3)CC(C)(C)CC4=O)nc(C)c2c1	-1.1
O=S(=O)(c1cc(Br)ccc1Br)N1CCCCCC1	4.6
COc1ccccc1NS(=O)(=O)c1ccc(C)c(C(=O)NCCCN2CCCC2=O)c1	-2.4
O=C(NCc1cccs1)C1CCN(S(=O)(=O)c2cccc3nsnc23)CC1	0.1
Nc1nnc(SCc2cn3cc(Cl)ccc3n2)s1	-0.2
c1ccc(Cn2cc(CN3CCCCO3)c(-c3ccc4c(c3)OCO4)n2)cc1	-2.0
COc1ccc(-c2ccnc3[nH]n(-c4ccccc4)c(=O)c23)cc1	3.2
CC(Sc1ncnc2sccc12)C(=O)Nc1ccc(C(N)=O)cc1 (stereo not drawn)	0.9
COc1ccc(OC2C(=O)N(Cc3ccc4c(c3)OCO4)C2c2sccc2C)cc1 (stereo not drawn)	-2.9
COc1cnn(-c2ccc(C)cc2)c(=O)c1SCc1ccccc1	-2.6

Additional results.
SMILES	TTR transcr act
Cc1cccc(OCC(O)Cn2c(NCCCOC(C)C)nc3c2c(=O)[nH]c(=O)n3C)c1 (stereo not drawn)	4.7
Cc1ccc(S(=O)(=O)N(C)C)cc1NC(=O)COC(=O)CCC(=O)c1ccc(F)cc1	0.5
O=c1cccccc1NCc1ccccc1	-0.4
COc1cc(/C=C(\C#N)C(=O)NCC2CCCO2)ccc1OC(=O)c1ccco1 (stereo not drawn)	-1.2
Cc1cccc(N2CC34C=CC(O3)C(C(=O)O)C4C2=O)c1 (stereo not drawn)	-1.6
Cc1ccc(-c2cccc(C3CC=CC4C3C(=O)N(Cc3ccccc3)C4c3ccc4ccccc4c3)c2)cc1 (stereo not drawn)	1.3
COc1ccc(S(=O)(=O)N2CCOC2CNC(=O)C(=O)NCc2ccccn2)cc1C (stereo not drawn)	1.7
Cc1cccc(C)c1OC(=O)CCN1C(=O)C2C3C=CC(C4CC34)C2C1=O (stereo not drawn)	-0.8
CCOc1ccc(-c2nn3c(-c4ccccc4)nnc3s2)cc1	2.7
S=C(NCC1CCCO1)n1nnc2ccccc21 (stereo not drawn)	-0.8
Nc1cc(=O)[nH]c(SCc2csc(-c3ccccc3)n2)n1	-0.8
COc1cc(CCC(=O)OCc2nnc(-c3ccccc3)o2)cc(OC)c1OC	2.1
Fc1ccc(/C=N/n2c(COc3ccccc3)n[nH]c2=S)cc1	-1.0
O=C(Cc1ccc(Cl)cc1Cl)OCC(=O)N1CCCCC1	-4.2
COc1cccc(/C=N/NC(=O)c2ccc(-n3cnnn3)cc2)c1	-0.2
C[C@H](NS(=O)(=O)c1c(Cl)cccc1Cl)C(=O)NNC(=O)COc1ccccc1F	2.6
CCOc1cc(C(c2c(O)nc(SC)[nH]c2=O)c2c(O)nc(SC)[nH]c2=O)ccc1O	3.0
CCc1nnc(NS(=O)(=O)c2ccc(NS(=O)(=O)c3ccccc3)cc2)s1	0.4
CCO/N=C(\C)c1c(O)c2ccccc2n(C)c1=O	2.1
Cc1cccc(C2c3c(n(C)c(=O)n(C)c3=O)N=C3c4ccccc4C(=O)C32)c1 (stereo not drawn)	-0.6
Cn1nc(C(=O)N2CCC(C(N)=O)CC2)c2c1-c1ccccc1SC2	2.8
CC(C)C[C@H](NC(=O)N1CCn2c1nc1ccccc12)C(=O)N[C@H](Cc1ccccc1)C(=O)O	1.4
CN1C(=O)c2ccc(NC(=O)c3cccc(N4C(=O)CCC4=O)c3)cc2C1=O	-1.2
O=C(CN1C(=O)C2C3CCC(C3)C2C1=O)NCc1ccco1 (stereo not drawn)	0.7
O=C(c1cccc(-c2nnc(-c3ccccc3)o2)c1)N1CCCCCC1	2.8
O=[N+]([O-])c1cccc(-c2nnc(C3CC3)o2)c1	1.6
COc1ccccc1-n1nnnc1SCC(=O)NC1CCCC1	2.3
COc1cc(NC(=O)N2CCOCC2)cc(OC)c1	0.0
COc1ccc(NC(=O)Cn2nnc(C(=O)NCc3ccc4c(c3)OCO4)c2N)c(OC)c1	1.1
Cc1cc(Nc2ccccc2)n(CCO)n1	2.2

Next compounds follow:
mol,TTR transcr act
CCCCOc1nc(N)nc(-c2ccccc2)n1,7.4
Cn1nnnc1SCC(=O)c1ccc2c(c1)OCCO2,0.4
CN(Cc1ccccc1OCCO)CC1CCCN(CCc2ccc(Cl)cc2)C1 (stereo not drawn),3.0
CC(O)(c1cccs1)C(C(=O)O)c1ccccc1 (stereo not drawn),2.8
C=CCn1c(=O)c(C(=O)OCC)c(O)c2ccccc21,9.3
C#CCNC(=O)C1=C[C@@H](C)[C@H](CCCO)[C@@H](OCC)O1,4.5
Cc1cc(OC(C)C(=O)NCC2CCC(C(=O)O)CC2)c2c(C)c(Cc3ccccc3)c(=O)oc2c1 (stereo not drawn),-2.0
Cc1nn(C(C)(C)C)c(C)c1/C=N/OC(=O)Nc1ccc(Cl)cc1,5.0
CCc1nc(SCc2ccccn2)[nH]c(=O)c1C,-0.8
CCN(c1ccccc1)S(=O)(=O)c1ccc(F)cc1C,-0.7
COc1cccc(-c2cn3nc(C)c(C)nc3n2)c1,1.8
CC(=O)NCCC(=O)Nc1ncc(S(=O)(=O)c2ccc([N+](=O)[O-])cc2)s1,0.0
COc1ccc(NC(=O)/C=C/c2ccccc2[N+](=O)[O-])c(OC)c1,1.3
NC(=O)c1c(NC(=O)C(=O)N2CCOCC2)sc2c1CCCC2,-0.5
CN(CC(=O)NCCCn1ccnc1)S(=O)(=O)c1ccc(Cl)cc1,-0.4
COc1cc(C)nc(N2CCCC(C(=O)Nc3cc(Cl)ccc3OC)C2)n1 (stereo not drawn),4.3
Cc1ccccc1CN1C2=NCCCN2c2ccccc21,-1.9
O=C(Cc1nnc(NC(=O)Nc2ccccc2)s1)Nc1ccccc1,0.8
Cc1nc2nc(-c3ccco3)nn2c(C)c1Cl,0.2
CC(C)(C)C(=O)O/N=C(\N)c1ccc(-c2csnn2)cc1,-1.1

The list goes on; it opens with the two that closed the last part.
mol,TTR transcr act
Cc1nc2nc(-c3ccco3)nn2c(C)c1Cl,0.2
CC(C)(C)C(=O)O/N=C(\N)c1ccc(-c2csnn2)cc1,-1.1
CC1Nc2ncnc(N3CCN(c4ccccc4)CC3)c2N(Cc2ccc(Br)cc2)C1=O (stereo not drawn),-3.4
O=C1ON=C(c2ccccc2)/C1=C/c1cccnc1,-1.1
Cc1nn(-c2ccccc2)c(N)c1N=Nc1cccc(S(=O)(=O)N2CCOCC2)c1,-2.2
CN1CCN(C(=O)CSc2ccc(Cl)cc2)CC1,0.6
COc1cccc(/C(C)=N/NS(=O)(=O)c2ccc(Cl)cc2)c1,0.9
C=CCOc1cccc(CNCCCN2CCOCC2)c1,4.4
CC1CCCCN1c1nnc(NC(=O)Cn2c(=O)oc3ccccc32)s1 (stereo not drawn),19*
CC(=O)Nc1ccc(S(=O)(=O)N(C)CC(=O)NNc2c(F)c(F)cc(F)c2F)cc1,-1.6
O=C(CCN1C(=O)c2ccccc2S1(=O)=O)Nc1ccccc1O,-0.4
Cc1ccc(S(=O)(=O)N2CCCCC2)cc1NC(=O)COC(=O)Cc1cccc(C(F)(F)F)c1,-0.4

Exported with values ahead of the structure: four of the compounds above
TTR transcr act | smiles
-0.7 | CCCCN(C(=O)CCC(=O)Nc1cc(C)on1)C(C(=O)NC(C)(C)C)c1cccc(OC)c1OC (stereo not drawn)
0.5 | CCCCOc1ccc(C(=O)NCC(=O)N(C)Cc2nc3ccccc3c(=O)[nH]2)cc1
4.6 | O=S(=O)(c1cc(Br)ccc1Br)N1CCCCCC1
3.0 | CCOc1cc(C(c2c(O)nc(SC)[nH]c2=O)c2c(O)nc(SC)[nH]c2=O)ccc1O

Ordered by the number under TTR transcr act (smallest number first): 3 from the list above.
mol,TTR transcr act
COc1cccc(/C(C)=N/NS(=O)(=O)c2ccc(Cl)cc2)c1,0.9
C=CCOc1cccc(CNCCCN2CCOCC2)c1,4.4
CC1CCCCN1c1nnc(NC(=O)Cn2c(=O)oc3ccccc32)s1 (stereo not drawn),19*

The results go on:
mol,TTR transcr act
CC(C)C(CC(=O)N1CCCCC1)C1CCOC(C)(C)C1 (stereo not drawn),-0.6
CC(C)CNC(=O)c1ccc(NC(=O)c2cccs2)cc1,0.5
COc1cc(/C=N/Nc2nc3ccccc3s2)ccc1OC(=O)c1ccccc1F,-2.3
CC(=O)Nc1ccc(Nc2nc(-c3sc(C)nc3C)cs2)cc1,-1.3
O=C(Nc1ccc(Br)cc1)C1OCCc2ccccc21 (stereo not drawn),4.0
COc1ccc(C(C(=O)NCC2CCCO2)N(Cc2ccc(F)cc2)C(=O)CNC(=O)c2ccco2)cc1OC (stereo not drawn),-0.6
O=C(NC1CCCC1)C(c1ccccc1F)N(C(=O)Cc1cccs1)c1ccc2c(c1)OCCO2 (stereo not drawn),-1.6
CCC(=O)c1ccc(OCC(O)Cn2nnc3ccccc32)cc1 (stereo not drawn),-2.4

Records listed so far that bear a hit mark in TTR transcr act.
mol,TTR transcr act
Cc1nn(C(C)C(=O)NCCCN(Cc2ccccc2)C(C)C)c(=O)c2c1sc1ccccc12 (stereo not drawn),10*
CC1CCCCN1c1nnc(NC(=O)Cn2c(=O)oc3ccccc32)s1 (stereo not drawn),19*
